# LYP inhibition: inhibitors of LYP phosphatase, biochemical, fluorescence intensity, uHTS (AID 1779); Tyrosine-protein phosphatase non-receptor type 22 (Homo sapiens); recombinant LYP phosphatase, fluorescence intensity; higher % means a stronger effect; one-dose inhibition, % at 11.5 µM; IC50 in µM for titrated hits; hit rate 0.054% among 290,000;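 also: plate controls were vehicle with enzyme for no effect and no enzyme for full effect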
# P. falciparum M17LAP: P. falciparum M17LAP inhibitors, primary screen, biochemical, fluorogenic H-Leu-NHMec substrate, 1536-well (AID 1619). recombinant M17LAP, H-Leu-NHMec fluorogenic kinetic assay; higher % means a stronger effect. inhibition, % at 30 µM, or IC50 in µM where a hit was titrated. hit rate 0.38% among 220,000;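 active = compound inhibiting the enzyme by more than half at any dose during confirmatory dose-response retesting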;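 also: plate controls were full reaction with DMSO carrier for no effect and no enzyme background for full effect; strong numbers were not always called active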
# PMI inhibition: human PMI inhibitors, high substrate, primary screen, biochemical, fluorescence intensity, high mannose 6-phosphate (AID 1220); Mannose-6-phosphate isomerase (Homo sapiens); recombinant PMI enzyme, coupled fluorescence intensity; higher % means a stronger effect; hit rate 0.66% among 190,000; inhibition, % at 20 µM, or IC50 in µM where a hit was titrated
# TNAP activation fold: human TNAP enzyme activators, primary screen, biochemical, luminescent, no phosphate acceptor, uHTS (AID 1001). activation fold at 20 µM; hits with a dose series show EC50 in µM. hit rate 0.03% among 200,000. Alkaline phosphatase, tissue-nonspecific isozyme (Homo sapiens). purified TNAP, luminescent activation assay, no phosphate acceptor; higher activation fold means a stronger effect; in the data active = activation fold from about 3, or a potency from the dose series; inactive = the rest, 99 in 100 with activation fold below about 1.6; also: many of its hits are not listed in these tables
# Yfh1-off respiration: enhancers of respiration in Yfh1-depleted yeast, dose response, Friedreich's ataxia, plus single-dose screen (AID 1465); S. cerevisiae Yfh1-off respiration, WST-1 reduction, 72 h; higher fold induction means a stronger effect; one-dose fold induction at 50 µM; EC50 in µM for titrated hits; hit rate 0.074% among 220,000;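 active = fold induction of absorbance versus untreated yeast above a set limit, then at least 30% activation at any dose in follow-up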;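 also: activators that raise dye reduction in frataxin-depleted yeast; strong numbers were not always called active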
# WT yeast gro inh: growth inhibition of WT strain, primary screen, mitochondrial fusion inhibitor project, WT and mutant strains, chemical genetic | hit rate 2.1% among 190,000 | inhibition, % at 10 µM | AID 1362, 2008 | mitochondrial fusion phenotypic screen; in the data active = inhibition above about 58%; tested in S. cerevisiae
# XIAP displacement: XIAP antagonists, biochemical, IAP family, fluorescence polarization (AID 1018). E3 ubiquitin-protein ligase XIAP (Homo sapiens). XIAP BIR domain, fluorescence polarization peptide displacement; higher % means a stronger effect. displacement, % at 20 µM; hits with a dose series show IC50 in µM. hit rate 0.007% among 200,000; in the data active = displacement above about 50%; also: a part of the inactive calls stands beside numbers as strong as those of hits
# PMI inhibitors: inhibitors of human PMI, primary screen, biochemical, fluorescence intensity, coupled assay (AID 1209). Mannose-6-phosphate isomerase (Homo sapiens). purified PMI enzyme, coupled fluorescence intensity; higher % means a stronger effect. inhibition, % at 20 µM; hits with a dose series show IC50 in µM. hit rate 0.42% among 190,000;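 also: plate controls were DMSO vehicle for no effect and wells lacking substrate for full effect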
# M1AAP inhibition: P. falciparum M1AAP inhibitors, biochemical, fluorogenic H-Leu-NHMec substrate, 1536-well (AID 1445); recombinant M1AAP, H-Leu-NHMec fluorogenic kinetic assay; higher % means a stronger effect; inhibition, % at 30 µM; hits with a dose series show IC50 in µM; hit rate 0.42% among 220,000; Aminopeptidase N (Plasmodium falciparum (isolate 3D7));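 active = primary inhibition above the hit cutoff, then over 50% inhibition at one or more dose response concentrations, cut at about 23% in these data, passing the limit was not always enough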;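 also: plate controls were DMSO full reaction for no effect and no enzyme background for full effect; strong numbers were not always called active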
# WT yeast gro inh mutant strain: recorded beside WT yeast gro inh, whose call it bears; inhibition, %; mitochondrial fusion phenotypic screen, mutant strain inhibition
# An asterisk follows results filed as active; i = inactive; . = no result given. Rule as the data show it, unless noted: active = inhibition above about 50%; inactive = the rest.
# A first look:
SMILES,LYP inhibition,P. falciparum M17LAP,PMI inhibition,TNAP activation fold,Yfh1-off respiration,WT yeast gro inh,WT yeast gro inh mutant strain,XIAP displacement,PMI inhibitors,M1AAP inhibition
Cc1n[nH]c(C)c1CCCCOc1ccccc1,-1%,4%,-14%,1.2,i,-2,-14,-5.6%,-23%,-1%
CC1CCc2c(C(=O)NCCCN3CCOCC3)csc2C1 (stereo not given),-2%,7%,-16%,0.9,i,9,43,-0.7%,-13%,-4%
CC/C(=N\NC(=O)CSc1ncccn1)c1ccc2c(c1)OCCO2,-3%,53%,1%,1.1,i,-20,-3,-0.8%,-2%,3%
COc1ccc(NC(C)=O)cc1NC(C)C(=O)Nc1ccccc1F (stereo not given),-2%,-8%,42%,1.1,i,-10,-18,-12%,16%,13%
COc1ccc(C2(CNC(=O)c3cccs3)CCOCC2)cc1,-4%,9%,-1%,1.1,i,1,8,-3.0%,2%,6%

# The whole of this part, repeating the preview:
SMILES,LYP inhibition,P. falciparum M17LAP,PMI inhibition,TNAP activation fold,Yfh1-off respiration,WT yeast gro inh,WT yeast gro inh mutant strain,XIAP displacement,PMI inhibitors,M1AAP inhibition
Cc1n[nH]c(C)c1CCCCOc1ccccc1,-1%,4%,-14%,1.2,i,-2,-14,-5.6%,-23%,-1%
CC1CCc2c(C(=O)NCCCN3CCOCC3)csc2C1 (stereo not given),-2%,7%,-16%,0.9,i,9,43,-0.7%,-13%,-4%
CC/C(=N\NC(=O)CSc1ncccn1)c1ccc2c(c1)OCCO2,-3%,53%,1%,1.1,i,-20,-3,-0.8%,-2%,3%
COc1ccc(NC(C)=O)cc1NC(C)C(=O)Nc1ccccc1F (stereo not given),-2%,-8%,42%,1.1,i,-10,-18,-12%,16%,13%
COc1ccc(C2(CNC(=O)c3cccs3)CCOCC2)cc1,-4%,9%,-1%,1.1,i,1,8,-3.0%,2%,6%
COc1ccc(CN=C2NN=C(c3cccc(OC)c3)CS2)cc1,4%,2%,-1%,1.1,i,7,16,-9.4%,-11%,3%
NS(=O)(=O)c1ccc(NC(=O)COC(=O)COc2ccc(Br)cc2)cc1,-5%,10%,.,.,i,.,.,.,.,2%
CCN(CC)C(=O)c1ccc2c(=O)n(CCOC)c(=S)[nH]c2c1,-8%,5%,7%,1.1,i,-3,16,-4.0%,15%,19%
Cc1ccc(Nc2ccc(-n3ccnc3)nn2)cc1C,-2%,1%,6%,1.1,i,69*,63*,0.6%,6%,5%
COC1CCN(C(=O)CC2C(=O)NCCN2CC2CCCCC2)CC1 (stereo not given),-5%,1%,31%,1.1,i,7,19,-3.3%,10%,-3%
O=S(=O)(NCC(c1ccco1)N1CCOCC1)c1ccc(Cl)cc1 (stereo not given),-9%,-20%,1%,0.9,i,-25,-32,-2.9%,-5%,3%
CC(C)(C)Cc1nnc(NS(=O)(=O)Cc2ccccc2)s1,-13%,1%,-2%,1.1,i,-21,-5,-7.1%,0%,7%
C1CCC(Nc2nnnn2C2CCCCC2)CC1,-3%,-9%,5%,1.1,i,11,8,-0.9%,4%,10%
NNC(=O)COc1ccc(F)cc1,-6%,1%,2%,1.1,i,-2,-7,-8.3%,16%,-2%
O=c1c2cc(N3CCOCC3)ccc2[nH]c(=S)n1CCCN1CCCCCC1,2%,-23%,-4%,1.1,i,-2,-8,-2.6%,1%,4%
CCn1c(SCC(=O)Nc2ccccc2OC)nc2ccccc2c1=O,1%,3%,0%,1.1,i,5,19,-5.3%,7%,3%
Cc1cc(C)n2[nH]c(=O)c(N=Nc3cccc(C(F)(F)F)c3)c2n1,-3%,24%,7%,0.8,i,24,35,-6.2%,10%,9%
Cn1c(NCc2ccccc2)cc(=O)n(C)c1=O,-8%,0%,-3%,1.2,i,-3,3,-1.5%,0%,3%
COC(=O)c1ccc(NC(=O)C23CC4CC(C2)CC(n2cncn2)(C4)C3)cc1,-7%,20%,3%,1.1,i,-13,-6,1.5%,-1%,0%
CN(Cc1cccs1)C(=O)CCc1ccc(S(=O)(=O)N2CCOCC2)cc1,1%,5%,0%,1,i,12,1,-8.9%,3%,19%
O=C(CCSCCc1ccccn1)Nc1ccc(Br)cc1F,-2%,0%,15%,1.1,i,3,-1,-11%,16%,2%
Cc1cc(C2=CC(C)(c3cc(C)oc3C)Nc3nc(C(F)(F)F)nn32)c(C)o1 (stereo not given),-5%,-9%,-15%,1.1,i,13,-9,-6.7%,-15%,7%
Cc1nc(-c2ccc(S(=O)(=O)N3CCN(Cc4ccccc4)CC3)s2)cs1,-2%,7%,.,.,i,.,.,.,.,2%
CC1CCN(C(=S)NC2CC3CCC2C3)CC1 (stereo not given),2%,-7%,-5%,1.2,i,7,4,-5.8%,5%,-8%
O=C(OCC(=O)N1CCOCC1)C(c1ccccc1)c1ccccc1,2%,3%,5%,1.1,i,-13,-3,-2.8%,-6%,3%
Nc1nc(NCc2ccco2)nc(N2CCOCC2)c1[N+](=O)[O-],-9%,23%,.,.,i,.,.,.,.,2%
Cc1cc2c(cc1C)NC(=O)CC(C(F)(F)C(F)(F)C(F)(F)F)=N2,-3%,3%,1%,1,i,-10,-3,0.1%,-3%,4%
COc1ccccc1/C=N/NC(=O)c1sc(C)nc1C,0%,0%,10%,1.1,i,6,-7,3.0%,12%,5%
CCOc1nc(N2CCOCC2)nc(C)c1[N+](=O)[O-],-4%,3%,2%,1.2,i,-2,12,-1.8%,5%,2%
O=C(NCC1CCCO1)C1CCN(C2CCN(C3CCCCCC3)CC2)CC1 (stereo not given),-6%,4%,2%,1.1,i,-6,-12,-2.7%,-2%,-2%
Cc1ccc2c(c1)C(=O)CCCCC(=O)N2,1%,6%,.,.,i,.,.,.,.,2%
Cc1ncc(CC(=O)n2cc(C(=O)c3cc(F)ccc3O)cn2)s1,3%,71µM*,8%,0.9,i,33,-10,-0.6%,7%,9%
O=C(NC(=S)Nc1ccc(S(=O)(=O)N2CCCCC2)cc1)c1ccccc1,-3%,6%,-7%,0.8,i,2,16,-7.4%,4%,4%
CCN1CCN(c2ccc(NC(=O)Cc3ccccc3)cc2)CC1,-1%,-2%,3%,1.1,i,3,-21,-1.5%,9%,-2%
O=C(C1CCN(S(=O)(=O)c2ccc(Br)s2)CC1)N1CCN(C2CCCCC2)CC1,-5%,-9%,8%,1,i,2,-4,-3.8%,5%,-1%
C=CCN1CC(c2nc3ccccc3n2Cc2cccc3ccccc23)CC1=O (stereo not given),-3%,4%,5%,1.1,i,-6,-64,-4.4%,12%,0%

# One compound at a time (already shown):
# Listed for Cc1ccc2c(c1)C(=O)CCCCC(=O)N2 = LYP inhibition = 1%; P. falciparum M17LAP = 6%; PMI inhibition = .; TNAP activation fold = .; Yfh1-off respiration = i; WT yeast gro inh = .; WT yeast gro inh mutant strain = .; XIAP displacement = .; PMI inhibitors = .; M1AAP inhibition = 2%
# Listed for CCOc1nc(N2CCOCC2)nc(C)c1[N+](=O)[O-] = LYP inhibition = -4%; P. falciparum M17LAP = 3%; PMI inhibition = 2%; TNAP activation fold = 1.2; Yfh1-off respiration = i; WT yeast gro inh = -2; WT yeast gro inh mutant strain = 12; XIAP displacement = -1.8%; PMI inhibitors = 5%; M1AAP inhibition = 2%

# Remaining list, next part.
SMILES,LYP inhibition,P. falciparum M17LAP,PMI inhibition,TNAP activation fold,Yfh1-off respiration,WT yeast gro inh,WT yeast gro inh mutant strain,XIAP displacement,PMI inhibitors,M1AAP inhibition
O=C(NNC(=O)c1csc(-c2cccnc2)n1)Nc1ccc(Cl)cc1,-2%,1%,.,.,i,.,.,.,.,4%
Cc1ccccc1NC1=NC(=S)N(CC(N)=O)C12CCOC(C)(C)C2 (stereo not given),-7%,-1%,.,.,i,.,.,.,.,5%
O=C1CCCCCN1Cc1ccccc1,-1%,-3%,-3%,1.1,i,-25,-2,-5.1%,0%,4%
C/C(=N\N=C1\NC(=O)CC(C(=O)O)S1)c1ccc(F)cc1 (stereo not given),-11%,40%,1%,1.2,i,-16,-6,-3.1%,12%,13%
Cn1c(=O)cc(SCC(=O)Nc2ccccn2)c2ccccc21,1%,2%,0%,1.1,i,10,5,-5.0%,2%,1%
CC(=C1C(=O)c2ccccc2C1=O)N1CCN(c2ccccn2)CC1,0%,1%,-31%,1.1,i,-11,-18,-0.5%,-4%,4%
CN(C)S(=O)(=O)c1ccc(C(=O)N2CCN(S(=O)(=O)c3cccs3)CC2)cc1,-7%,-3%,9%,1,i,-5,2,-8.0%,13%,1%
CC(=O)Nc1nc(C)c(-c2csc(Nc3ccc(O)cc3)n2)s1,-4%,2%,13%,1.1,i,-30,-28,1.0%,17%,16%
Nc1nonc1C(=O)NCCNCc1cc(Br)ccc1OCc1ccccc1F,-7%,-5%,5%,1,i,23,17,4.6%,9%,10%
CC(C)NCC#CCOc1ccc(Cl)cc1,-8%,0%,-6%,1.1,i,18,12,-2.4%,3%,6%
COc1ccc(CCNC(=O)COc2ccc(S(=O)(=O)NC3CCCCC3)cc2Cl)cc1,-5%,0%,11%,1,i,-17,-7,-3.0%,6%,4%
Cc1cc(C)cc(NC(=O)Cc2ccc(-n3cccc3)cc2)c1,-6%,-10%,-5%,1.1,i,27,31,-2.8%,-7%,3%
C/C(=N\NS(=O)(=O)c1ccc([N+](=O)[O-])cc1)c1cccs1,2%,6%,-4%,1.1,i,2,9,-9.1%,-20%,8%
N/C(=N\OC(=O)Oc1ccccc1)c1ccc(Br)cc1,-4%,6%,4%,1.1,i,-11,-97,-2.8%,2%,3%
CCCCNC(=O)c1sc2nc(C)cc(COC)c2c1-n1cccc1,-1%,-3%,0%,1,.,23,-7,-3.8%,-1%,2%
CCn1c(=O)cc(OCC(=O)N2CCN(c3ccc(F)cc3)CC2)c2ccccc21,-3%,10%,-1%,1.1,i,-6,-14,-3.0%,5%,2%
COC(=O)CCCNS(=O)(=O)c1ccc2ccccc2c1,-5%,-3%,-1%,1.1,i,-21,-1,-3.3%,1%,1%
